Screens deposited in PubChem BioAssay by National Center for Advancing Translational Sciences (NCATS).
uPA generation – inhibitors of cell surface uPA generation; cell surface uPA generation assay, qHTS; Potency, µM (doses to about 38.3 µM), without a hit: top-dose activity change, negative = inhibition, actives largely listed as inhibitors; hit rate 0.31% among 330,000; AID 540303; active = well fitted inhibition curve with a large enough effect; inconclusive = small, poorly fitted or top-dose-only effect; inactive = no such curve, though single readings can be large or run the other way; tested in mouse RAW 264.7 cells; also: % is scaled to controls: 0 for no effect and ±100 for the full control effect; nearly all actives have a fitted effect of over 55% in size
RORgamma inh – blocks mouse ROR gamma transcriptional activity; Potency, µM (highest dose often 53.6 µM), for inactives: at the top dose activity change, negative = inhibition, usual class: inhibitors; hit rate 5.4% among 310,000; P51450; AID 2551; Drosophila S2 Gal4-RORgamma UAS-luciferase reporter, 20 h; also: % is scaled to controls: 0 for no effect and ±100 for the full control effect; nearly all actives have a fitted effect of over 60% in size
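Stably transfected Drosophila Schneider cells are the test system, with ROR gamma fused to Gal4 and luciferase under UAS control; luminescence is read after 20 hr of 700 uM copper sulfate induction at ambient temperature.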
Rab9 prom act – activators of Rab9 promoter | Huh7 Rab9 promoter-luciferase reporter, luminescence, 24 h | Potency, µM (top dose mostly 9.22 µM), inactives show at the highest dose activation, negative = inhibition, actives largely listed as activators | hit rate 2.8% among 320,000; also: % of control where 0% means no effect; nearly all actives have a fitted effect of over 60% in size
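Cell-based reporter: Huh7 stable for Rab9 promoter-driven luciferase, plated in reduced-serum medium with 10% FBS at 1500 cells/well, compound-treated 24 h at 37 °C, luminescence read after 10 min reagent.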
NPC1 promoter act – activates the NPC1 promoter; hit rate 2.4% among 320,000; AID 485313; Huh7 NPC1 promoter luciferase reporter, 24 h; Potency, µM (titrated, usually from 9.22 µM), for the others: at the highest dose activation, most hits filed as activators;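 also: % of control where 0% means no effect; nearly all actives have a fitted effect of over 60% in size; reporter is driven by a mutant NPC1 promoter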
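NPC1 promoter–luciferase Huh7 cells; 24 h compound; luminescence.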
BRCA1 expr up – increases BRCA1 expression | hit rate 1.1% among 380,000 | MCF7-BRCA1-FFLuc reporter, luminescence, 48 h; response scale: scaled: vehicle 0%, 10 µM genistein 100% | Potency, µM (top dose mostly 46.1 µM), for the others: at the highest dose activation, usual class: activators | AID 624202; also: nearly all actives have a fitted effect of over 80% in size; some results filed as inactive show a strong effect at the top dose
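MCF7 cells carrying a BRCA1-firefly luciferase reporter (2000 cells/well, phenol-red free MEM) were attached for 2 h at 37 °C, then given compounds for 48 h. Luminescence was read 15 min after luciferase reagent; activity normalized to genistein (10 microM) and DMSO.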
VP16 counter – counter-screen for ROR gamma inhibitors: Gal4-VP16 reporter. Drosophila S2 Gal4-VP16 UAS-luciferase, luminescence, 20 h. Potency, µM (doses to about 53.6 µM), without a hit: at the top dose activity, negative = inhibition, usual class: inhibitors. hit rate 3.5% among 310,000;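 also: Gal4-VP16 expression switched on by copper sulfate through the metallothionein promoter; % is scaled to controls: 0 for no effect and ±100 for the full control effect; nearly all actives have a fitted effect of over 50% in size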
ELG1 genotox – inducers of genotoxicity in HEK293T ELG1-luciferase cells; HEK293T ELG1-luciferase reporter, luminescence, 16 h; hit rate 1.3% among 330,000; Potency, µM (series often up to 46 µM), for inactives: top-dose activity change, positive = activation, hits mostly activators; AID 504466; also: % of control where 0% means no effect; nearly all actives have a fitted effect of over 60% in size
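ELG1-luciferase HEK293T cells, 2,000/well; compound pinned in; 16 hr, 37 °C, 5% CO2; ONE-Glo, 30 min RT; luminescence on CCD imager.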
p53 reactivation – re-activators of mutant p53 | H1299 p53-A138V BP100-luciferase reporter, luminescence, 24 h | Potency, µM (doses to about 92.2 µM), inactives show top-dose activity change, positive = activation, most hits filed as activators | hit rate 0.063% among 320,000; also: % of control where 0% means no effect; nearly all actives have a fitted effect of over 45% in size
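H1299 (p53-null), stable ts p53-A138V + BP100-Luc; 1000 cells/well, Opti-MEM/10% FBS; cpd 4 pt, 1:5; 24 h, 37 deg C, 5% CO2; detection reagent 10 min RT; luminescence.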
FLuc counter – inhibits or activates purified firefly luciferase, miR-21 counter-screen; P08659; purified FLuc, Km substrates, luminescence inhibition; Potency, µM (titrated, usually from 57.5 µM), for the others: at the highest dose activity change, negative = inhibition, hits mostly inhibitors; hit rate 6.9% among 360,000; AID 588342;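 also: plate controls were vehicle for no effect and reference inhibitor for full effect; nearly all actives have a fitted effect of over 55% in size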
Target sequence (P08659 whole entry, looked up): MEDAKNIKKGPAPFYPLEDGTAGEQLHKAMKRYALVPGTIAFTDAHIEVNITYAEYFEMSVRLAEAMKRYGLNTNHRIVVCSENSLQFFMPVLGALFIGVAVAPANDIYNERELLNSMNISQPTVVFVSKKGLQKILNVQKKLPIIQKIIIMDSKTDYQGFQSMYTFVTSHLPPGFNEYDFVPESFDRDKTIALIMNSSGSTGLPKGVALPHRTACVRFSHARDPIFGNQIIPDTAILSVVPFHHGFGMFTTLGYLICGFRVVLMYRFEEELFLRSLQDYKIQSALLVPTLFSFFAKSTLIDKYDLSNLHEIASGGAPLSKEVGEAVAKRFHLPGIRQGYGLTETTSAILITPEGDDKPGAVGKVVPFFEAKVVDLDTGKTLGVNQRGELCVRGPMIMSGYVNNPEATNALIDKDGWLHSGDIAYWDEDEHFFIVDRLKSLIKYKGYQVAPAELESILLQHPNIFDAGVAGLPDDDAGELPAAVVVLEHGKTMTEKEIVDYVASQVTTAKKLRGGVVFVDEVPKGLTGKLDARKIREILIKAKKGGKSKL
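Purified P. pyralis luciferase, 10 nM final, with Km-level 10 uM D-luciferin and 10 uM ATP in 50 mM Tris acetate pH 7.5, 10 mM Mg acetate, 0.01% Tween-20, 0.05% BSA; 6-point qHTS titration about 60 µM downward; luminescence read.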
MBNL1-CUG inh – blocks human MBNL1 binding to CUG repeat RNA; TR-FRET MBNL1-His/biotin-(CUG)12 binding, 665/545 ratio; Potency, µM (titrated, usually from 57.5 µM), for the others: at the top dose activity change, negative = inhibition, usual class: inhibitors; Q9NR56; hit rate 0.036% among 280,000; AID 2675; active = well fitted inhibition curve with a large enough effect in the signal ratio, with a control signal flat, not every such curve was filed as active; inconclusive = small, poorly fitted or top-dose-only effect, or effect the other way, or a change in a side signal; inactive = no such curve, though single readings can be large or run the other way; the % refers to the signal ratio; also: % is scaled to controls: 0 for no effect and ±100 for the full control effect
Target sequence (Q9NR56 whole entry, looked up): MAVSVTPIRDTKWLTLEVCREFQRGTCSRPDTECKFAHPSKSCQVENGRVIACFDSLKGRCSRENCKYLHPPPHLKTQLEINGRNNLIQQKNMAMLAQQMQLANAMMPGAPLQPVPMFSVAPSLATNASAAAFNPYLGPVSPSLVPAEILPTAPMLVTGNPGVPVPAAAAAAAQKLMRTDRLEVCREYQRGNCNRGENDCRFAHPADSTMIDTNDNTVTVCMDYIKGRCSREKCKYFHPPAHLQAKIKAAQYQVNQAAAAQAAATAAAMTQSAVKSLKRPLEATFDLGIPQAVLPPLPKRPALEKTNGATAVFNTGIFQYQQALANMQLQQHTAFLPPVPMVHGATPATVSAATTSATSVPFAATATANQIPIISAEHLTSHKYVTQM
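Ratiometric TR-FRET (665 over 545 nm, excitation 340 nm) tracks disruption of MBNL1-His/biotin-(CUG)12 complex after 60 min at room temperature, with compounds at 92 nM to 58 uM final.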
* marks the source's active call; other numbers are inactive results; ? = inconclusive; · = not tested or not shown; & = joins results of further samples; [ ] = dose if it differs, or a comment. Unless noted, calls follow the shape of the dose curve; as a rule, active = well fitted curve in the direction sought with a large enough effect; inconclusive = small, poorly fitted or top-dose-only effect, or another doubt; inactive = no such curve, though single readings can be large; an effect the other way counts as inactive or inconclusive. Potency is read from the fitted curve at half-maximal effect. This is a random part of the collection (roughly 13% active in at least one column).

SMILES	uPA generation	RORgamma inh	Rab9 prom act	NPC1 promoter act	BRCA1 expr up	VP16 counter	ELG1 genotox	p53 reactivation	FLuc counter	MBNL1-CUG inh
COc1ccc(CC(NC(C)=O)C(=O)NC2CCN(S(=O)(=O)c3cccc4ccccc34)CC2)cc1OC (stereo not given)	-6%	-14%	0%	5%	-2%	12%	-1%	-8%	5%	2%
Cc1ccc(NC(=O)CSCC(=O)Nc2cccc3ncccc23)cc1	-2%	·	2%	-1%	-13%	·	-1%	7%	-10%	·
CCN(CC(=O)Nc1ccc(NC(C)=O)cc1)C(=O)/C=C/c1cn(Cc2ccccc2)nc1-c1cccnc1	-1%	·	-2%	2%	2%	·	2%	1%	?	·
CC(C)(C)C1CCC(OC(=O)c2ccncc2)CC1 (stereo not given)	0%	-1%	4%	-23%	6%	22%	1%	6%	?	-1%
CCCSC1=C(C#N)C(c2cccnc2)C(C(=O)OCC)=C(c2ccccc2)N1 (stereo not given)	-6%	-14%	-3%	-4%	-23%	-5%	-2%	-2%	-2%	-12%
CCOC(=O)C1CCN(C(=O)COc2ccc(S(=O)(=O)N3CCOCC3)cc2C)CC1	-2%	2%	0%	-5%	-14%	-3%	0%	-1%	2%	6%
COc1cc2c(cc1OC)[C@H](C)N(C(=O)NCc1ccccc1)CC2	-17%	-3%	0%	0%	-69%	1%	-1%	-3%	-2%	1%
Cc1ccc(NC(=O)CCN2C(=O)CSC2=O)c(C)c1	7%	30%	0%	2%	1%	-7%	5%	17%	-1%	-13%
CCOCc1c(C(=O)Nc2cc(OCC)c(N3CCOCC3)cc2OCC)oc2ccccc12	3%	0%	-5%	-7%	0%	-7%	-9%	3%	0%	-8%
CC(=O)c1sc(N/N=C\c2ccccc2O)nc1C	-5%	1.4µM*	?	?	-16%	4µM*	6.5µM*	?	3.4µM*	?
O=C(NCCN1CCOCC1)c1ccc2c(c1)N(Cc1ccc(Cl)cc1)C(=O)CS2	-2%	20%	-1%	-4%	4%	6%	1%	-3%	-1%	-2%
CC(C)c1ccc(N(C(=O)CNC(=O)c2ccco2)C(C(=O)NC2CCCC2)c2cccnc2)cc1 (stereo not given)	·	12%	-2%	-6%	-11%	-7%	-14%	-4%	2%	-4%
COC(=O)c1c(C)oc(C)c1S(=O)(=O)N(Cc1ccccc1)C(C)C	8%	1%	-4%	0%	0%	-1%	-4%	3%	-2%	·
COCCn1c(=NC(=O)CSC(C)=O)sc2cc(OC)ccc21	?	-19%	-6%	0%	-16%	-4%	-29%	9%	-5%	-2%
CCOCc1c(C(=O)Nc2ccc3nc(N4CCOCC4)sc3c2)oc2ccccc12	3%	·	3%	0%	-78%[inhibitor]	·	-13%	0%	·	·
NC(=NC(=O)c1ccccc1)N1CCOCC1	6%	-12%	-3%	10%	53%	2%	1%	-1%	-17%	-2%
O=C(NCc1ccccc1Br)c1ccc2c(c1)OCCO2	1%	52%[1.91 µM]	22%	13%	54%	16%	14%	8%	?	-3%
CCCCS(=O)(=O)N1CCCC(C(=O)N2CCOCC2)C1 (stereo not given)	14%	4%	-5%	-2%	0%	-4%	0%	·	2%	7%
COc1ccc(S(=O)(=O)N(C)CC(=O)Nc2cccc(C(C)=O)c2)cc1C	·	30%	·	·	-18%	5%	·	·	7%	1%
CCCn1c(C2CC(=O)N(c3ccc(C)cc3)C2)nc2ccccc21 (stereo not given)	2%	1%	-2%	-2%	-3%[1.84 µM]	0%	-2%	-2%	-1%	-3%
O=C(NC1CC1)C1CCN(C(=O)c2ccc(Cl)cc2Cl)CC1	5%	-1%	0%	2%	-6%	-7%	-4%	-1%	0%	1%
O=S(=O)(c1cccc(S(=O)(=O)N2CCC(n3nnc4ccccc43)CC2)c1)N1CCCCC1	2%	1%	4%	-1%	-36%	-2%	-9%	2%	1%	-3%
C=CCNC(=O)c1onc(CSc2ccccc2CC)c1C(=O)O	-11%	20%	-3%	1%	0%	0%	-5%	-6%	-18%	-8%
c1ccc([C@H]2CN3C(=N2)Sc2ccccc23)cc1	?	·	2%	?	17%	·	?	?	0.48µM*	·
NC(=O)Nc1ccccc1C(=O)N1CCC(O)(c2ccc(Cl)cc2)CC1	2%	-2%	-8%	-2%	-15%	-11%	-2%	-2%	6%	13%[11.5 µM]

Six structures already listed, ordered by molar mass, smallest number first:
SMILES	uPA generation	RORgamma inh	Rab9 prom act	NPC1 promoter act	BRCA1 expr up	VP16 counter	ELG1 genotox	p53 reactivation	FLuc counter	MBNL1-CUG inh
CC(C)(C)C1CCC(OC(=O)c2ccncc2)CC1 (stereo not given)	0%	-1%	4%	-23%	6%	22%	1%	6%	?	-1%
CC(=O)c1sc(N/N=C\c2ccccc2O)nc1C	-5%	1.4µM*	?	?	-16%	4µM*	6.5µM*	?	3.4µM*	?
CCCn1c(C2CC(=O)N(c3ccc(C)cc3)C2)nc2ccccc21 (stereo not given)	2%	1%	-2%	-2%	-3%[1.84 µM]	0%	-2%	-2%	-1%	-3%
O=C(NCc1ccccc1Br)c1ccc2c(c1)OCCO2	1%	52%[1.91 µM]	22%	13%	54%	16%	14%	8%	?	-3%
COCCn1c(=NC(=O)CSC(C)=O)sc2cc(OC)ccc21	?	-19%	-6%	0%	-16%	-4%	-29%	9%	-5%	-2%
NC(=O)Nc1ccccc1C(=O)N1CCC(O)(c2ccc(Cl)cc2)CC1	2%	-2%	-8%	-2%	-15%	-11%	-2%	-2%	6%	13%[11.5 µM]

Additional structures follow.
SMILES	uPA generation	RORgamma inh	Rab9 prom act	NPC1 promoter act	BRCA1 expr up	VP16 counter	ELG1 genotox	p53 reactivation	FLuc counter	MBNL1-CUG inh
C/C(N)=C(/C#N)C(=O)COC(=O)Cc1coc2cc(C)ccc12	-1%	11%	1%	7%	-4%	13%	2%	4%	-5%	·
Cc1c(C(=O)C(=O)N2c3ccc(F)cc3CCC2C)c2ccccc2n1C (stereo not given)	-17%	-9%	-19%	-13%	-81%	-2%	10%	24%	8%	-10%
CCOc1cc(/C=N/NC(=O)c2ccc(=O)n(C)c2)ccc1O	-1%	-16%	4%	-2%	6%	-15%	7%	-1%	-4%	7%
CCCCc1nc(SCc2ccc([N+](=O)[O-])cc2)n[nH]1	16%	17%	-8%	-6%	2%	-10%	-7%	-1%	1%	?
NS(=O)(=O)c1ccc2nc(NC(=O)CS(=O)(=O)c3ccccc3)sc2c1	6%	25%	9%	-3%	25%	-3%	-1%[9.26 µM]	-1%	-13%	-1%
O=C(NCC1CCCO1)c1cccc(Oc2c(Cl)cccc2[N+](=O)[O-])c1 (stereo not given)	?	·	0%	1%	-23%	·	-3%	·	5%	?
Cc1cc(Br)ccc1OCC(=O)NC1CCCC1	2%	31%	-6%	-7%	58%	23%	?	5%	?	-1%
CC1(C)C2CCC1(CS(=O)(=O)NCCc1c[nH]c3ccccc13)C(=O)C2 (stereo not given)	3%	33%	-1%	-1%	-16%	-10%	-2%	1%	-1%	-9%
Cc1ccc(S(=O)(=O)NCCN=Cc2ccc(N(C)C)cc2)cc1	14%	10%	8%	2%	-10%	-6%	3%	26%	-2%	21%
COC(=O)C1=C(CSCc2ccccc2)NC(=O)NC1c1cc(C)ccc1C (stereo not given)	·	?	-5%	-6%	-58%	2%	-7%	1%	3%	3%
O=C(CN1C(=O)CSc2ncccc21)Nc1ccccc1F	-25%	8%	-4%	-4%	8%	-8%	6%	1%	2%	1%
COc1cc(C(CCN2CCN(c3ccccc3)CC2)c2c(OC)cc(OC)c3ccc(=O)oc23)cc(OC)c1OC (stereo not given)	-5%	-5%&-20%	-4%	-3%	4%	-8%&-16%	11%	0%	0%	8%
Cc1[nH]c(C)c(S(=O)(=O)Nc2ccccc2)c1C(=O)N1CCCC1	3%	0%	-1%	1%	5%	-9%	0%	3%	2%	15%
O=C(Nc1ccncc1)c1sc2ccccc2c1Cl	-5%	-20%	?	?	37%	-4%[10 µM]	2%	11%	?	24%
Nc1nnc(CSCc2ccc(F)cc2)s1	·	31%	-13%	0%	36%	3%	1%	-7%	0%	0%
CCOc1ccc2nc(N(CCN(C)C)C(=O)/C=C/c3cccs3)sc2c1	-4%	-3%	4%	-8%	-17%	-15%	1%	-4%	1%	5%
CCCCN1CNC(=S)N(c2cc(C)ccc2C)C1	·	14µM*	-3%	-1%	-27%	10µM*	-3%	-6%	4%	-10%
Cc1c(C(=O)N2CCCC2)oc2ccc(Br)cc12	6%	30%	3%	5%	6.3µM*	?	25%	5%	?	-1%

Gathered by group, those above with a nitro group on carbon
SMILES	uPA generation	RORgamma inh	Rab9 prom act	NPC1 promoter act	BRCA1 expr up	VP16 counter	ELG1 genotox	p53 reactivation	FLuc counter	MBNL1-CUG inh
CCCCc1nc(SCc2ccc([N+](=O)[O-])cc2)n[nH]1	16%	17%	-8%	-6%	2%	-10%	-7%	-1%	1%	?
O=C(NCC1CCCO1)c1cccc(Oc2c(Cl)cccc2[N+](=O)[O-])c1 (stereo not given)	?	·	0%	1%	-23%	·	-3%	·	5%	?
